SRC3 inh – SRC3 coactivator transcriptional activity inhibitors, primary screen, cell-based, luminescence. Nuclear receptor coactivator 3 (Homo sapiens), Q9Y6Q9. HEK293 GAL4-SRC3 luciferase reporter. inhibition, % at 3.6 µM. hit rate 0.17% among 360,000. AID 588352, 2011;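 active = inhibition above a per-campaign cutoff, the mean of all compounds plus 3 SD, cut at about 60% in these data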;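 note: 0% = DMSO-treated cells and 100% = gossypol-treated cells at 36 µM; higher means less SRC3-driven luciferase light from the GAL4 reporter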
NR5A2 inv ag – LRH-1 (NR5A2) inverse agonists, primary screen, cell-based, luminescence, HEK293T, StAR-luciferase reporter; Nuclear receptor subfamily 5 group A member 2 (Homo sapiens), O00482; LRH-1 transfected, 24 h; inhibition, % at 3.6 µM; hit rate 0.13% among 360,000; AID 602396, 2012;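 active = inhibition above the mean inhibition of all tested compounds plus 3 SD, cut at about 73% in these data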;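 note: 0% = DMSO wells and 100% = reporter-only cells lacking LRH-1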
Granule exo inh – LAMP-1 surface exposure blockers, TALL-104 cells – cell-based, flow cytometry, MLPCN library, primary screen | hit rate 0.66% among 360,000 | inhibition, % at 10 µM | TALL-104 LAMP-1 surface exposure; cells stimulated with thapsigargin and PMA;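 active = inhibition above about 55%, limit read from the data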
NR2F2 inh – NR2F2 transcriptional activity inhibitors, primary screen, cell-based, luciferase reporter, HEK293T, luminescence; HEK293T NGFI-A luciferase reporter; inhibition, % at 8.6 µM; hit rate 0.7% among 370,000; AID 686940, 2013; COUP transcription factor 2 (Homo sapiens), P24468;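 active = inhibition above a per-plate cutoff, mean inhibition of test wells between control levels plus 3 SD, cut at about 38% in these data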;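 note: cells cotransfected with COUP-TFII expression vector driving the NGFI-A reporter; 0% = median of COUP-TF2 test wells and 100% = reporter-only cells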
Target sequence (P24468 whole entry, looked up): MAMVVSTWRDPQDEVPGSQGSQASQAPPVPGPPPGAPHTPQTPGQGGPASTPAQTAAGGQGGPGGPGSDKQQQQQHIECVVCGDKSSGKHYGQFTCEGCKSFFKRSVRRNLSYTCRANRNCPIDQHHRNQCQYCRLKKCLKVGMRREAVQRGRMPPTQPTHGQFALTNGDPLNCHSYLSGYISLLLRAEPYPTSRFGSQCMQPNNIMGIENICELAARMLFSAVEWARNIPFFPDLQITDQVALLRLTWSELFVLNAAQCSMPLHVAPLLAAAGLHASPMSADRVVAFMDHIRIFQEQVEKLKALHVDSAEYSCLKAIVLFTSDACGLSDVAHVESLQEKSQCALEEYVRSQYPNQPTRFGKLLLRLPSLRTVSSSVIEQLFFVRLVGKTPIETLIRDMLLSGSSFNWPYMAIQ
NOD2-RIPK2 inh – NOD2-RIPK2 binding disruptors in cells, primary screen, fluorescence, CHO cells, BLA complementation; hit rate 0.38% among 360,000; CCF4 ratio; AID 624267, 2012; inhibition, % at 4.98 µM; in the data active = inhibition above about 21%;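 note: 0% = vehicle only and 100% = reference blocker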
Target sequence (O43353 whole entry, looked up): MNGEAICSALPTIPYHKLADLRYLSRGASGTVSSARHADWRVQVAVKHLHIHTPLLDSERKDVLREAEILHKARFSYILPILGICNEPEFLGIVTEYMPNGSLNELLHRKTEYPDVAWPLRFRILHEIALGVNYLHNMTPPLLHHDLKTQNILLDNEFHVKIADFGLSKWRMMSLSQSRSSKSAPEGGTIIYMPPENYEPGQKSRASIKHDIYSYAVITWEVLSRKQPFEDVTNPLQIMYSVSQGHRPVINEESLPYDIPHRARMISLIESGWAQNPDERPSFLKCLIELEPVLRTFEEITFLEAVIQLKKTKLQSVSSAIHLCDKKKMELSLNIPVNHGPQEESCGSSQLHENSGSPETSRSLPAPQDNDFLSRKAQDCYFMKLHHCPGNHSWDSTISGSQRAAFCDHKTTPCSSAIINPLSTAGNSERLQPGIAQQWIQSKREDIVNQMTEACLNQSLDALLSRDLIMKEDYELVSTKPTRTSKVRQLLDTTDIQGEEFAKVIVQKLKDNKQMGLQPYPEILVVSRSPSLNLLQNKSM
TROY signal inh – inhibitors of TROY-driven NF-kB signaling, primary screen, Q293 LMP1-TROYcd cells, NF-kB luciferase, uHTS; Q293 LMP1-TROYcd NF-kB luciferase reporter, 4 h; inhibition, % at 10 µM; hit rate 0.98% among 360,000;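 active = compounds whose plate-normalised and pattern-corrected inhibition of the luciferase reporter signal at the single screening dose is 50% or more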
SRC1 inh – SRC1 coactivator transcriptional activity inhibitors, primary screen, cell-based, luminescence; HEK293 GAL4-SRC1 luciferase reporter; Nuclear receptor coactivator 1 (Homo sapiens), Q15788; inhibition, % at 3.6 µM; hit rate 0.12% among 360,000; AID 588354, 2011;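 active = inhibition above the campaign mean plus 3 SD, with each screening campaign given its own cutoff, cut at about 60% in these data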;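 note: 0% = DMSO treated cells and 100% = gossypol at 36 µM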
TWEAK-Fn14 inh – inhibitors of TWEAK-Fn14 signaling, primary screen, luciferase reporter cells, uHTS | TWEAK-stimulated Fn14 reporter cells, luciferase luminescence, 8 h | hit rate 2% among 360,000 | inhibition, % at 10 µM; in the data active = inhibition above about 50%
NCOA2 inhibitor – inhibition of GAL4-SRC2 driven luciferase reporter, primary screen, SRC2 inhibitor project, cell-based, luminescence; Nuclear receptor coactivator 2 (Homo sapiens), Q15596; HEK293 GAL4-SRC2 luciferase reporter; inhibition, % at 9 µM; hit rate 0.17% among 370,000; AID 651957, 2012;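 active = inhibition above the mean inhibition of all tested compounds plus 3 SD, set per campaign, cut at about 52% in these data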;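 note: 0% = DMSO treated cells and 100% = cells given Gossypol at 36 µM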
ABHD5 PLIN5 PPI – ABHD5-PLIN5 interaction inhibitors, primary screen, cell lysate, split luciferase complementation, luminescence; Perilipin-5 (Homo sapiens) + 1-acylglycerol-3-phosphate O-acyltransferase ABHD5 (Homo …; hit rate 0.78% among 360,000; AID 602281, 2012; inhibition, % at 4 µM; Split G. princeps luciferase complementation, 4 h;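 active = inhibition above the mean inhibition across every tested compound plus 3 SD, cut at about 22% in these data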;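 note: 0% = DMSO only wells and the 100% control is not disclosed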
TLR9-MyD88 inh – inhibitors of TLR9-MyD88 association in cells, primary screen, cell-based, CHO, BLA complementation, fluorescence | Toll-like receptor 9 (Homo sapiens) + Myeloid differentiation primary response protein … | CCF4 FRET ratio | inhibition, % at 4.98 µM | hit rate 0.21% among 340,000 | AID 504734, 2011;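 active = inhibition above the mean over all tested compounds plus 3 SD, cut at about 21% in these data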;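 note: 0% = DMSO only wells and 100% = clavulanate BLA inhibitor control wells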
An asterisk follows results filed as active; / = not tested or not shown. The list is partial; rates above refer to the full screens.

Each structure is followed by: SRC3 inh, NR5A2 inv ag, Granule exo inh, NR2F2 inh, NOD2-RIPK2 inh, TROY signal inh, SRC1 inh, TWEAK-Fn14 inh, NCOA2 inhibitor, ABHD5 PLIN5 PPI, TLR9-MyD88 inh
- COC(=O)CCC(=O)N1CCc2cc(S(=O)(=O)N3CCc4ccccc43)ccc21
 : 14.3, -6.7, -2.5, 1.3, -4.7, 12.6, 5.8, 1.6, -18.7, -1.9, -3.3
- Cc1ccc2cc(CN(Cc3nnnn3C3CCCC3)C3CCCCC3)c(=O)[nH]c2c1C
 : 5.0, 0.5, -1.7, 4.7, -9.4, 2.5, 7.2, 0.8, -40.1, 1.4, -4.6
- CCN(CC)C(=O)c1ccc(/C=C/c2c[nH]c3ccccc23)[n+](C)c1
 : -0.9, -3.5, -1.2, -14.7, -6.2, 7.8, 9.2, -1.0, 22.0, 3.8, 0.4
- CCOc1ccc(NC(=O)CN(c2ccc(OC)cc2)S(C)(=O)=O)cc1
 : -72.5, -68.7, 3.4, -23.2, -1.7, 1.2, -66.5, -31.8, -39.6, 0.4, -3.7
- Cc1[nH]n(-c2ccc(Cl)cc2)c(=O)c1/C=N/n1c(C)nc2ccccc2c1=O
 : -38.5, 10.3, -0.7, 13.2, -3.1, -30.7, -32.2, 0.9, 8.3, -31.0, 11.1
- CCCCN1C(=O)C(=O)N(CC(=O)Nc2sc(C)c(C)c2C(=O)OC)C1=O
 : -18.3, 0.4, -1.6, -5.7, -9.2, 5.8, 6.8, -2.6, -0.2, -3.9, -6.8
- Cc1onc(-c2ccccc2)c1NC(=O)Nc1c(-c2ccccc2)noc1C
 : 14.5, -22.8, -1.2, 4.6, 9.9, -10.4, -5.3, -0.5, 6.0, -0.1, -9.6
- CCC1(c2ccccc2)NC(=O)N(CC(=O)Nc2cccc(S(=O)(=O)N3CCCC3)c2)C1=O (stereo unspecified)
 : -1.3, -8.5, 3.6, 3.2, -3.3, 4.2, -18.3, -3.0, -17.4, -3.9, -4.4
- COc1ccc(C(=O)N2CCCC(c3ccccc3)C2)cc1 (stereo unspecified)
 : 12.6, -16.1, 0.4, -1.5, -6.4, -25.2, -10.9, 2.0, -27.6, 3.6, -5.7
- Cc1ccc(OCc2ccc(C(=O)NN)o2)cc1C
 : -30.3, -58.1, 2.4, -20.7, -11.3, -46.0, -48.3, -5.6, -33.6, -5.4, -2.1
- O=C(O)C1CSCN1S(=O)(=O)c1cccc2nsnc12 (stereo unspecified)
 : -22.7, 4.5, 2.0, 16.3, -5.1, -26.7, 5.3, 26.6, -23.9, 2.2, -2.4
- CCc1nc2ccccc2n1CC(C)C(=O)O (stereo unspecified)
 : 14.3, 4.0, -7.4, -3.9, 3.3, -4.2, -7.9, 8.4, -36.3, 3.0, 10.8
- Fc1ccc(-c2cc(C(F)(F)F)nc(N3CCCCC3)n2)cc1
 : -1.8, -3.2, 1.1, -10.4, 1.4, 3.2, -1.7, 9.5, -5.5, 3.2, -1.0
- COc1ccc(CNC(=O)CN2C(=O)NC(c3ccccc3)(c3ccccc3)C2=O)cc1OC
 : 3.1, 2.8, -2.6, -5.5, -3.8, 6.8, -0.9, -5.7, -10.8, 2.2, -7.5
- Cc1cc(F)ccc1S(=O)(=O)Nc1ccccc1C(=O)Nc1ccc2[nH]c(=O)[nH]c2c1
 : 4.7, -1.2, -2.7, 10.2, -5.6, 19.2, 5.2, 5.7, 0.4, 7.4, -8.5
- CN(C)/C=C/c1[nH]c(=O)[nH]c(=O)c1[N+](=O)[O-]
 : 1.4, 20.4, 2.4, -5.2, 2.9, -19.5, 1.8, -20.6, 19.1, -2.3, 7.1
- CC(=O)N1CCN(CC(O)COc2ccc(S(=O)(=O)N3CCOCC3)cc2)CC1 (stereo unspecified)
 : -30.6, -4.4, 2.3, 5.0, -13.8, -9.1, -1.3, 7.3, 17.5, 4.2, 2.2
- CC(C)c1ccc(/C=N/NC(=O)C2CCCC2)cc1
 : -73.8, -79.7, 2.4, -25.9, -10.4, -40.3, -60.3, -54.2, -80.8, 0.9, 5.4
- CN1c2ccccc2Oc2nnc(Cl)cc21
 : -10.5, -12.9, 0.2, -18.9, -6.6, 3.6, -6.4, -11.2, -0.1, -7.1, -2.0
- N#Cc1ccc(CN2CCN(C(=O)c3cccc(S(=O)(=O)N4CCCCCC4)c3)CC2)cc1
 : 8.2, 9.3, 0.5, 10.9, 0.3, 22.0, 1.9, 6.2, 7.2, 1.7, -0.8
- COC(=O)c1ccc(COC(=O)C2CCN(S(=O)(=O)c3c(C)cc(C)cc3C)CC2)o1
 : 21.7, -10.9, -3.5, 8.0, -0.6, 15.4, 7.2, -6.4, 8.3, -3.2, 0.7
- O=C(Nc1ccccc1)Nc1nnc(-c2ccccc2)o1
 : -10.0, -20.7, -2.0, 8.2, -1.7, 14.2, -14.4, -14.1, -10.2, 1.3, -8.5
- COc1cc(NC(=S)N2CCCC2)cc(OC)c1
 : -5.1, 9.5, -1.4, 5.4, -6.8, -8.3, -6.1, -4.1, -6.7, 3.3, -8.6
- CCOc1ccc(CCNC(=O)c2cc3sc(Cl)cc3n2C)cc1OCC
 : -6.4, 7.6, 3.6, -2.5, -8.9, -19.8, 16.9, -80.4, 3.5, 3.4, 5.5
- COc1cc(NC(=O)c2cc(-c3ccco3)on2)c(OC)cc1Cl
 : -8.9, 4.0, -2.1, -6.3, 0.9, -5.2, 2.5, -12.9, -12.9, -7.5, -10.6
- Cc1cc2oc(=O)cc(-c3cc4ccccc4o3)c2cc1O
 : 7.6, -5.4, 0.1, -8.1, -10.9, 15.9, -19.7, 4.5, 0.6, -7.7, -2.8
- CCOc1ccc(N(CC(=O)N2CCCC2)S(=O)(=O)c2c(C)noc2C)cc1
 : 2.5, 3.0, -8.5, 2.3, -13.2, -3.0, -9.4, 4.2, -17.8, -0.8, -14.1
- NC(=O)Cc1cn(-c2ncc(C(F)(F)F)cc2Cl)c2ccccc12
 : 8.3, 10.4, -0.5, 3.6, -6.8, -4.9, -9.6, 3.8, -16.4, 2.9, 5.9
- Cc1cccc(C)c1NC(=O)COc1ccccc1C(=O)Nc1ccc(Br)cn1
 : 1.9, 8.2, 0.6, -15.4, 4.6, -28.1, 1.3, 1.7, -36.3, 0.5, 6.1
- Cc1cnc(NC(=O)c2cc(S(=O)(=O)N(C)C)ccc2N2CCCC2)s1
 : 2.5, 5.5, -5.9, 23.7, 0.0, 15.5, 2.7, 0.8, 16.8, 0.3, /
- COc1ccc(CNC(=O)C(=O)NCC2OCCN2S(=O)(=O)c2ccc(OC)cc2)cc1 (stereo unspecified)
 : 14.9, 26.2, 1.1, 14.0, -3.4, 36.1, 8.8, 13.6, 10.1, -2.5, 2.6
- COc1ccc(C2C(C(=O)c3ccc(C)o3)=C(O)C(=O)N2Cc2cccnc2)cc1OC (stereo unspecified)
 : 4.1, -6.9, -12.6, 8.9, -6.0, 8.6, -1.3, 36.4, 6.4, 1.2, -2.6
- CCn1c(=O)c(C(=O)CN2CCCc3ccccc32)c(N)n(Cc2ccccc2)c1=O
 : -1.4, 14.3, 2.5, 1.5, 1.5, -8.3, -6.1, 10.0, -6.0, 1.5, -2.2
- CCS(=O)(=O)N1CCC(C(=O)Nc2cccc(C(C)=O)c2)CC1
 : 3.0, 4.0, 1.4, 9.6, -1.1, 5.7, -5.0, 5.7, -15.0, 5.0, -2.9
- CCOc1ccc(NC(=S)NNc2ccnc3cc(Cl)ccc23)cc1
 : -4.6, -10.4, 6.0, 9.4, 3.3, -6.4, -6.1, 18.6, 13.7, -10.8, 7.9
- Cc1cc(N2CCOCC2)n2cc(-c3ccccc3)nc2n1
 : 4.1, 9.8, -0.8, -5.3, -4.7, 7.6, -5.5, -3.1, -4.9, -10.3, 1.4
- CN(C)Cc1cc(C(C)(C)c2ccccc2)ccc1O
 : 6.1, 5.5, 9.0, -4.2, -7.0, 5.1, -8.3, 12.6, 3.6, -2.5, 1.4
- O=c1c2c(nc3n1CCCCC3)sc1c(O)c(Br)ccc12
 : -36.3, -98.9, -4.3, -19.1, -9.9, 35.5, -69.5, 67.7*, -59.8, -2.0, -2.8
- Cc1c(NC(=O)CN2C(=O)NC3(CCCCC3C)C2=O)cccc1[N+](=O)[O-] (stereo unspecified)
 : -22.9, 3.0, 17.7, 7.9, -2.2, 7.8, 4.1, -4.5, -17.1, -6.8, 5.3
- O=C1CC(Sc2nnnn2-c2ccccc2)C(=O)N1c1cccc(Cl)c1 (stereo unspecified)
 : -7.9, -2.0, 98.9*, 0.1, 56.6*, 8.7, -1.6, -13.9, -14.6, 37.0*, 21.6*
- CCCCN(C(=O)c1cnc2n(c1=O)CCS2)c1ccccc1
 : -15.3, -2.8, 17.8, 7.8, -8.8, -10.6, -3.0, 9.5, -9.2, -9.3, 5.5
- CC(C)Cn1cnc2c(SCCc3ccccc3)nc(N)nc21
 : -52.8, -40.1, 6.2, -14.6, 6.5, -61.6, -27.9, -23.2, -23.1, 0.7, 5.0
- CN1CCN(CCC(=O)N/N=C/C=C2\N(C)c3ccccc3C2(C)C)CC1
 : 3.8, -2.8, 0.1, -4.7, 0.6, -3.9, -18.6, -0.5, 7.7, -6.4, 9.7
- CC(C)(C)C(=O)Cn1c(NCCO)nc2ccccc21
 : 9.2, -13.0, -5.7, 10.8, 6.5, -9.4, -3.8, 11.3, -23.1, 5.7, -4.0
